# Assay outcomes deposited in PubChem by National Center for Advancing Translational Sciences (NCATS).
# TDP-43 yeast inh = inhibitors of TDP-43 toxicity in yeast | TDP-43 expressing yeast growth rescue, BacTiter-Glo, 24 h | Potency, µM (highest dose often 46.1 µM), without a hit: at the highest dose growth rescue (activation), hits mostly activators | 410,000 compounds, 1.8% hits; note: potency is the fitted concentration of half-maximal effect; % of control where 0% means no effect; nearly all actives have a fitted effect of over 50% in size
#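 Luminescence from BacTiter-Glo reports growth of TDP-43-expressing yeast after 24 hr at 30 deg C with compound. Cells were raffinose-pregrown to mid-log, then seeded in galactose medium at OD600=0.02.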
# GLP-1R inv ag = inverse agonists of human GLP-1 receptor; 410,000 compounds, 1.6% hits; HEK293 GLP-1R CRE-luciferase, luminescence, 24 h; GLP-1R form is constitutively active; Potency, µM (top dose mostly 38.3 µM), inactives show top-dose activity change, negative = inhibition, hits mostly inhibitors; P43220; note: potency is the fitted concentration of half-maximal effect; % is set by controls: 0 for no effect and ±100 for the full control effect; nearly all actives have a fitted effect of over 55% in size
# Target sequence (P43220 whole entry, looked up): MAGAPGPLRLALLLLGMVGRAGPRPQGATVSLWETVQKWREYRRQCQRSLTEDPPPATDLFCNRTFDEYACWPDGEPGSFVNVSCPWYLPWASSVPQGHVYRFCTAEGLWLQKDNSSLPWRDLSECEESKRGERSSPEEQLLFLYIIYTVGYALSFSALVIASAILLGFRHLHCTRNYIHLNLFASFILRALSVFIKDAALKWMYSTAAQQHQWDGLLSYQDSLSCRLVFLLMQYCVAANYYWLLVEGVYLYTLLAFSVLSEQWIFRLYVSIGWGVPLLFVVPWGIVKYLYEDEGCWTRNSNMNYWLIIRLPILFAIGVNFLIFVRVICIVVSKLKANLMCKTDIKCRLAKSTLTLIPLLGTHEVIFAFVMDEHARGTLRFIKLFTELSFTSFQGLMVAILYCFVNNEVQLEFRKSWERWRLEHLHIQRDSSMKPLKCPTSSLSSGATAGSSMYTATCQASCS
#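 GLP-1R inverse agonism mode: basal reporter luminescence in engineered HEK293 cells measured after one day of compound exposure at 37 deg C, with a 12 min room-temperature detection step.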
# D3 antag = antagonists of human D3 dopamine receptor | D3R cells, DiscoveRx beta-arrestin luminescence, antagonist mode; active compounds read low | 360,000 compounds, 2.5% hits | max response, negative = inhibition, % | P35462; in the data active = max response below about -50%; inconclusive = no clear call, values can overlap the other calls; note: % is set by controls: 0 for no effect and ±100 for the full control effect; mostly tested at two doses, the higher about 12 µM
#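 Cells expressing the human receptor were seeded at 1500 cells/well, incubated overnight at 37 degrees C in 5% CO2, then exposed to library compounds with dopamine controls for 90 minutes at 37 degrees C before luminescent detection.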
# PTHR1 ag = activates the human parathyroid hormone receptor PTHR1 | HEK293 GP2 PTHR1 cells, GloSensor cAMP luminescence, 1 h | Potency, µM (top dose mostly 115 µM), for the others: at the highest dose activation, usual class: activators | 410,000 compounds, 0.075% hits | AID 743266; note: potency is the fitted concentration of half-maximal effect; nearly all actives have a fitted effect of over 55% in size; some results filed as inactive show a strong effect at the top dose; inactives centre near -15; many of its hits are not listed in these tables
# Target sequence (Q03431 whole entry, looked up): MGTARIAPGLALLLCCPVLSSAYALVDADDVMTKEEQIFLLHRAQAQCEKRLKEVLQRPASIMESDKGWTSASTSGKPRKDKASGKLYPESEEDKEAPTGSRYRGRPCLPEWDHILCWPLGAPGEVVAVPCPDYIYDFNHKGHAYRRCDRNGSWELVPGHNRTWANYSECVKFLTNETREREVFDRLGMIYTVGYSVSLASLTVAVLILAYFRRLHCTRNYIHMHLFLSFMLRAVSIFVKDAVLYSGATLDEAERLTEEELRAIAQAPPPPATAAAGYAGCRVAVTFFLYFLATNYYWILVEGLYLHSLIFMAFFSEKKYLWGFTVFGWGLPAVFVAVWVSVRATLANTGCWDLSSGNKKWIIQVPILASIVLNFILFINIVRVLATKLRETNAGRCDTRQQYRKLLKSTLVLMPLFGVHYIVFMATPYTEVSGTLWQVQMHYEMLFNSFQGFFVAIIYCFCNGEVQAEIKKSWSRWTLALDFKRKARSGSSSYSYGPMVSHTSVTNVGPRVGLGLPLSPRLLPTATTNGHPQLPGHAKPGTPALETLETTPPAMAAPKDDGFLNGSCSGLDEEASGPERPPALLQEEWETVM
#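 HEK-293-derived GP2 cells expressing PTHR1 and a GloSensor cAMP reporter, 3,000/well, plated overnight, given luciferin plus IBMX (each 0.5 mM as added) for 1 h at 37 °C, then compound for 1 h at 37 °C. Luminescence was read after 15 min at room temperature.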
# D3 ag = agonists of human D3 dopamine receptor; P35462; D3R DiscoveRx beta-arrestin cells, luminescence, 90 min; 410,000 compounds, 0.58% hits; max activation, %; AID 652048; in the data active = max activation above about 30%; note: 0% is about no effect; mostly tested at two doses, the higher about 12 µM
#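 Cells at 1500/well, incubated overnight, then treated with pinned compounds (dopamine as control) for 90 min at 37 degrees C. DiscoveRx reagent added for 30 - 60 minutes at room temperature; luminescence read.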
# aSyn yeast inh = rescues yeast growth from alpha-synuclein toxicity. Yeast expressing alpha-synuclein, growth rescue, BacTiter-Glo, 24 h. Potency, µM (series often up to 46.1 µM), without a hit: at the highest dose growth rescue (activation), usual class: activators. 370,000 compounds, 0.14% hits; note: potency is the fitted concentration of half-maximal effect; % of control where 0% means no effect; nearly all actives have a fitted effect of over 65% in size
#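 Screening used galactose-induced yeast with toxic alpha-synuclein levels, exposed to compound for 24 hr at 30 deg C. Cell growth, read with BacTiter-Glo luminescence, gave the measured signal.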
# KB-V1 MDR tox = kills drug-selected multidrug resistant KB-V1 cells; KB-V1 MDR cells viability, CellTiter-Glo, 72 h; Potency, µM (highest dose often 46.1 µM), inactives show at the top dose activity change, negative = cytotoxicity, actives largely listed as cytotoxic; 400,000 compounds, 3.4% hits; AID 1347076; note: potency is the fitted concentration of half-maximal effect; % is set by controls: 0 for no effect and ±100 for the full control effect; nearly all actives have a fitted effect of over 60% in size
#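 In this primary screen, KB-V1 cells overexpressing P-gp are incubated with library compounds (lowest to highest concentration) for 72 h at 37 degrees C before a luminescent ATP viability read.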
# GLP1R cytotox = cytotoxicity counter-screen for GLP-1 receptor inverse agonists. HEK293 cAMP-luciferase reporter cells, luminescence, 24 h. Potency, µM (series often up to 38.3 µM), inactives show at the top dose activity change, negative = inhibition, hits mostly inhibitors. 410,000 compounds, 0.13% hits;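 note: loss of luciferase light is scored as toxicity; potency is the fitted concentration of half-maximal effect; % is set by controls: 0 for no effect and ±100 for the full control effect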
#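 Cells in DMEM/10% Nu serum/1% pen-strep, 1536-well format. Pre-incubated 12 h, dosed with 23 nL compound, incubated a further 24 h. Luciferase detection, 12 min at room temp, luminescence.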
# GLP1R ag = activates the human GLP-1 receptor. Potency, µM (top dose mostly 45.6 µM), for inactives: top-dose activation, actives largely listed as activators. HEK293 GLP-1R CRE-luciferase, luminescence, 4-6 h; cells express a hypersensitive GLP-1R form. 380,000 compounds, 0.007% hits. P43220; note: potency is the fitted concentration of half-maximal effect; % of control where 0% means no effect
# * hit, by the source's call; i = inactive; ? = inconclusive; · = not tested or not shown; [ ] = another dose, or the depositor's remark. Unless noted, calls come from the whole dose curve; as a rule, active = well fitted curve in the direction sought with a large enough effect; inconclusive = small, poorly fitted or top-dose-only effect, or another doubt; inactive = no such curve, though single readings can be large; an effect the other way counts as inactive or inconclusive. An excerpt; the hit share may differ from the screen's.
SMILES,TDP-43 yeast inh,GLP-1R inv ag,D3 antag,PTHR1 ag,D3 ag,aSyn yeast inh,KB-V1 MDR tox,GLP1R cytotox,GLP1R ag
Cc1cc(C)c2c(=O)[nH]n(C(C)C)c2n1,-10%,33%[activator],-12,-22%,-6,1%,4%,-8%,3%
CN1CCc2c(sc3c2c(=O)n(-c2cccc(Cl)c2)c2nncn32)C1,-10%,11%,0,12%[57.5 µM],-6,1%,15%,24%,-5%
CCN(C[C@H]1N[C@@](C)(C(=O)OC)[C@H]2C(=O)N(C)C(=O)[C@@H]12)C(=O)COC,7%,15%,15,i,16,-1%,4%,-1%,-3%
COc1ccc2ccccc2c1C1NC(=O)c2ccccc2N1 (stereo not drawn),17%,?,-20,-27%,-17,?,5.8µM*,?,18%
CCCn1c(=O)c2sccc2n2c(CCCC(=O)NCC3CCCO3)nnc12 (stereo not drawn),2%,1%,-2,i,0,4%,14%,-1%,0%
Cc1ccccc1NC(=O)C(=O)NNC(=O)COc1ccc2ccccc2c1,-5%,-5%,2,16%,7,-1%,3%,3%,-5%
Cc1ccc([C@H]2C[C@@H](O)[C@H](n3cc(-c4ccc(F)cc4)nn3)CN2C(=O)c2cccs2)cc1,14%,?,0,-93%[inhibitor],4,1%,-1%,-4%,-1%
COc1ccccc1N(CC(=O)NCc1ccccc1)C(=O)CCC(=O)Nc1cc(C)ccn1,3%,2%,16,-2%[57.5 µM],3,4%,6%,-5%,4%
N#Cc1ccccc1NC(=O)CN1C(=O)NC(Cc2c[nH]c3ccccc23)C1=O (stereo not drawn),27%,3%,-2,i,1,?,?,-21%,11%
CC(=O)c1ccc(N=C2C(=O)Nc3ccccc32)cc1,·,7%,-22,-1%,-9,-1%,-1%,-6%,-2%
Cc1ccc(CNC(=O)C(=O)Nc2nccs2)cc1,3%,19%,4,i,3,2%,12%,-5%,-1%
CN(CC(=O)Nc1ccc(F)cc1)C(=O)COC(=O)C1=COCCO1,13%,5%,7,i,-3,-5%,-1%,-1%,-12%
CCCS(=O)(=O)N1CCN(Cc2ccc(OCc3ccccc3)c(OC)c2)CC1,-7%,-7%,-17,i,-4,18%,-18%,-12%,5%
Cc1cccc(C)c1N=C1SC(CC(=O)Nc2c(C)cccc2C)C(=O)N1CCc1ccccn1 (stereo not drawn),14%,?,-3,i,-5,2%,?,4%,0%
CCOC(=O)C1CCN(c2c(NCc3ccc(C(=O)NCCC(C)C)cc3)c(=O)c2=O)CC1,-15%,2%,3,?,-4,-2%,-1%,-1%,3%
COC(=O)c1[nH]c(C)c(/C(O)=C2\C(=O)C(=O)N(CCN(C)C)C2c2ccco2)c1C (stereo not drawn),15%,3%,2,i,-2,-3%,3%,-2%,-2%
Cc1cc(C)cc(NC(=O)c2cc(S(=O)(=O)N3CCCC3)ccc2F)c1,17%,-24%,·,-1%,7,·,1%,-1%,·
Cn1c(=O)[nH]c(=O)c2c1nc(N1CCCCCC1)n2CC(N)=O,-2%,0%,-8,-7%[57.5 µM],-6,-6%,19%,-6%,1%
O=C(N/C(=C\c1cccnc1)C(=O)N1CCOCC1)c1cccc(Br)c1,-2%,-2%,-8,i,2,-2%,-1%,-12%,-2%
Cc1nc(C)c(C(=O)NNC(=O)c2ccc(Br)cc2)s1,9%,37%[activator],-8,i,2,5%,23%,1%,-4%
CN(C)c1ccc(Sc2nnc(NC(=O)Nc3ccc(Cl)cc3Cl)s2)cc1,21%,6%,23,i,3,-12%,-18%,-3%,0%
Cc1cccc(C(=O)NCCCNC(=O)c2cccnc2)c1,-18%,12%,-10,i,-5,-5%,-11%,0%,6%
Cc1ccn(CC(=O)N2CCCC(N3CCN(c4ccccc4F)CC3)C2)n1 (stereo not drawn),2%,-25%,0,i,4,1%,-25%,-9%,5%
Cc1ccc(C(c2nnnn2CS(=O)(=O)c2ccc(C)cc2)N2CCC(C(N)=O)CC2)cc1 (stereo not drawn),0%,-11%,20,i,3,10%,18%,-17%,-2%
CC(C)Oc1ccc(CNC(=O)Cn2ccc3cc(S(=O)(=O)N4CCCC4)ccc32)cc1,7%,-4%,-4,i,1,-3%,1%,2%,5%
CC1CC(C)CN(CCCNC(=O)C2CCN(c3nnc(-n4cccc4)s3)CC2)C1 (stereo not drawn),0%,?,-24,-15%,-6,-1%,-1%,-22%,11%
COc1ccc(OCCc2nnc(N)s2)cc1,17%,0%,-2,i,0,-1%,3%,7%,-7%
COc1ccccc1CC(=O)Nc1cccc(C)n1,3%,-14%,12,-10%,3,-2%,15%,2%,4%
CC(C(=O)NC1CCCC1)n1c(C2CCCC2)nc2ccccc21 (stereo not drawn),25%,10%,-14,-6%,-7,-4%,?,-1%,·
COc1cccc(/C=N/NC(=O)C(=O)N2CCCC2)c1,9%,3%,10,-12%[57.5 µM],0,2%,11%,1%,-1%

# Rewritten tab-delimited: five of the compounds above
smiles	TDP-43 yeast inh	GLP-1R inv ag	D3 antag	PTHR1 ag	D3 ag	aSyn yeast inh	KB-V1 MDR tox	GLP1R cytotox	GLP1R ag
CC(C)Oc1ccc(CNC(=O)Cn2ccc3cc(S(=O)(=O)N4CCCC4)ccc32)cc1	7%	-4%	-4	i	1	-3%	1%	2%	5%
CC1CC(C)CN(CCCNC(=O)C2CCN(c3nnc(-n4cccc4)s3)CC2)C1 (stereo not drawn)	0%	?	-24	-15%	-6	-1%	-1%	-22%	11%
COc1ccc(OCCc2nnc(N)s2)cc1	17%	0%	-2	i	0	-1%	3%	7%	-7%
COc1ccccc1CC(=O)Nc1cccc(C)n1	3%	-14%	12	-10%	3	-2%	15%	2%	4%
CC(C(=O)NC1CCCC1)n1c(C2CCCC2)nc2ccccc21 (stereo not drawn)	25%	10%	-14	-6%	-7	-4%	?	-1%	·

# New compounds follow
SMILES,TDP-43 yeast inh,GLP-1R inv ag,D3 antag,PTHR1 ag,D3 ag,aSyn yeast inh,KB-V1 MDR tox,GLP1R cytotox,GLP1R ag
CCN(CC)C(=O)C1CCN(S(=O)(=O)c2ccc3c(c2)CCCN3C(=O)C2CCC2)CC1,-7%,16%,2,-40%[inhibitor],1,-4%,?,1%,8%
COc1ccc(S(=O)(=O)Nc2ccc(NC(C)=O)cc2)cc1Cl,2%,13%,6,i,-3,4%,4%,5%,3%
O=S(=O)(NC1CCCCC1N1CCN(c2cccc(Cl)c2)CC1)c1ccccc1 (stereo not drawn),3%,?,-15,-6%,-8,0%,-8%,9%,-3%
CC(C(=O)Nc1ccc(F)c(F)c1F)N1CCCCCC1 (stereo not drawn),20%,-28%,11,-29%,-8,-4%,27%,-2%,1%
CCNC(=O)C1(C)CCCN(Cc2ccc(-n3ccnc3)cc2)C1 (stereo not drawn),0%,18%,10,-11%,0,0%,-1%,2%,?
N#Cc1ccccc1OCC(=O)OCC(=O)N1CCN(C(=O)c2ccco2)CC1,9%,5%,8,i,13,3%,7%,14%,1%
Cc1ccc(NC(=O)c2cn3c4c(ccc(Cl)c4c2=O)OC(C)C3)c(C)c1 (stereo not drawn),11%,10%,·,-6%,-2,·,-6%,-4%,·
CC(C)(C)OC(=O)N1CCC(c2c(C(=O)N3CCN(c4ncccn4)CC3)cnn2-c2ccccc2)CC1,-12%,5%,·,?,-10,·,3%,1%,·
CCOC(=O)C1CCCN(C(=O)c2ccc3[nH]c4c(c3c2)CC(C)CC4)C1 (stereo not drawn),6%,-40%,6,-24%,-3,-1%,0%,-5%,0%
COc1ccc(NC(=O)CN(c2ccc(OC)cc2)S(=O)(=O)c2c(C)nn(C)c2C)cc1,5%,4%,2,39%,-8,-5%,0%,-22%,-6%
CN(C)CCCN(C(=O)c1cc2ccccc2oc1=O)c1nc2c(F)cccc2s1,-5%,-3%,-9,i,-13,0%,14%,-3%,0%
O=C(NC1CCCC1)C(c1ccc(N2CCOCC2)cc1)N(Cc1ccco1)C(=O)c1ccco1 (stereo not drawn),-2%,0%,0,-8%[57.5 µM],2,-10%,3%,-13%,5%
O=C(C(c1ccccc1)C(O)c1ccccc1)N1CCOCC1 (stereo not drawn),-20%,-4%,-18,i,-6,-2%,0%,7%,0%
O=C(NCC1CCCO1)c1ccc([N+](=O)[O-])o1 (stereo not drawn),-3%,37%[activator],10,-23%,0,6%,?,14%,-1%
O=C(CS(=O)(=O)c1ccccc1)c1cc2cc(F)ccc2oc1=O,14%,-20%,15,-11%,4,15%,-3%,6%,0%
COc1cc(-c2nnc(SCC(=O)Oc3ccc(C)cc3C)o2)cc(OC)c1OC,13%,-4%,·,?,1,·,2%,-1%,·
O=C(NCc1ccccc1)c1ccc(S(=O)(=O)NCc2ccco2)cc1,-6%,-14%,1,i,8,4%,0%,5%,6%
O=C(O)c1cccc(NC(=O)c2cc(NC(=O)c3ccccc3)cc(NC(=O)c3ccccc3)c2)c1,2%,1%,3,i,3,-1%,?,-9%,-3%
O=C(Nc1nc(-c2ccccc2)cs1)c1ccc2c(c1)S(=O)(=O)c1ccccc1C2=O,-16%,5%,-22,-41%,-20,-2%,-17%,-5%,9%
CCOC(=O)c1ccc(NC(=O)c2cn(-c3ccccc3)nc2-c2ccc(OC)c(OC)c2)cc1,?,-20%,·,i,5,·,15%,1%,·
COc1ccccc1CC(=O)Nc1cc(S(=O)(=O)N2CCOCC2)ccc1N1CCOCC1,11%,21%,9,-9%,1,0%,-18%,-4%,10%
O=C(CN1C(=O)NC2(CCCCCC2)C1=O)N1CCN(S(=O)(=O)c2ccc(Cl)cc2)CC1,-16%,5%,-14,i,0,14%,7%,5%,-13%
O=C(C1CCCN1C(=O)c1cccs1)N1CCc2ccccc21 (stereo not drawn),-20%,2%,?,-18%,3,-7%,-6%,-16%,0%
CC(C)(C)c1cc(/C=N/NC(=O)Cc2nc3ccccc3[nH]2)cc(C(C)(C)C)c1O,-12%,-31%,6,i,5,-6%,-2%,10%,-1%
